Screening results deposited in PubChem by National Center for Advancing Translational Sciences (NCATS).
ASM inhibitor – human S-ASM enzyme inhibition. P17405. placental ASM, HMU-PC fluorogenic substrate, 60 min. Potency, µM (highest dose often 57.5 µM), inactives show at the top dose activity change, negative = inhibition, most hits filed as inhibitors. 340,000 compounds, 0.006% hits; note: potency is the fitted concentration of half-maximal effect
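HMU-PC0 cleavage (9 uM final) by human placental ASM, 60 min at 37 °C following 10 min compound exposure at RT; stopped at pH 10, fluorescence Ex 386/Em 447 nm.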
MBNL1-CUG inh – blocks human MBNL1 binding to CUG repeat RNA; TR-FRET MBNL1-His/biotin-(CUG)12 binding, 665/545 ratio; Potency, µM (highest dose often 57.5 µM), inactives show at the top dose activity change, negative = inhibition, actives largely listed as inhibitors; 280,000 compounds, 0.036% hits; AID 2675; active = well fitted inhibition curve with a large enough effect in the signal ratio, with a control signal flat, not every such curve was filed as active; inconclusive = small, poorly fitted or top-dose-only effect, or effect the other way, or a change in a side signal; inactive = no such curve, though single readings can be large or run the other way; the % refers to the signal ratio; note: potency is the fitted concentration of half-maximal effect; % is set by controls: 0 for no effect and ±100 for the full control effect
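Compounds (final 92 nM to 58 uM) are added to His-tagged MBNL1 and biotin-(CUG)12, then terbium anti-His antibody and streptavidin-XL665 (5 nM final). After 60 min at room temperature, the 665/545 nm ratio is read.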
Coupling enz – coupling enzyme interference in Giardia aldolase counter-screen; activity change, negative = inhibition, % at 58.2 µM, hits read low; 290,000 compounds, 0.67% hits; coupling enzyme system counterscreen, AmpLite Red fluorescence; in the data active = activity change below about -30%; note: % is set by controls: 0 for no effect and ±100 for the full control effect
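Counterscreen of the coupled detection system alone, without aldolase: glyceraldehyde-3-phosphate coupling enzymes plus AmpLite Red readout. Compounds at 57.5 uM final, 10 min RT preincubation, 20 min RT reaction, fluorescence 525/598 nm.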
GALK inhibitor – inhibitors of human galactokinase. Purified GALK, Kinase-Glo residual ATP luminescence. Potency, µM (doses to about 57.5 µM), for inactives: at the top dose activity change, negative = inhibition, usual class: inhibitors. 270,000 compounds, 0.007% hits. AID 1868; note: potency is the fitted concentration of half-maximal effect; % is set by controls: 0 for no effect and ±100 for the full control effect
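ATP-depletion format; final 35 uM ATP, 100 uM D-galactose, 5 nM enzyme; pH 8.0 HEPES/Mg2+ buffer; 60 min RT; luminescence read 10 min after detection reagent.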
TRPV1 agonist – activates the human vanilloid receptor TRPV1. Q8NER1. TRPV1-expressing cells, Fluo-8 calcium influx, agonist mode. activation, % at 8.33 µM. 320,000 compounds, 0.19% hits; in the data active = activation above about 80%; inconclusive = between about 30% and that limit; note: 0% is about no effect
Target sequence (Q8NER1 whole entry, looked up): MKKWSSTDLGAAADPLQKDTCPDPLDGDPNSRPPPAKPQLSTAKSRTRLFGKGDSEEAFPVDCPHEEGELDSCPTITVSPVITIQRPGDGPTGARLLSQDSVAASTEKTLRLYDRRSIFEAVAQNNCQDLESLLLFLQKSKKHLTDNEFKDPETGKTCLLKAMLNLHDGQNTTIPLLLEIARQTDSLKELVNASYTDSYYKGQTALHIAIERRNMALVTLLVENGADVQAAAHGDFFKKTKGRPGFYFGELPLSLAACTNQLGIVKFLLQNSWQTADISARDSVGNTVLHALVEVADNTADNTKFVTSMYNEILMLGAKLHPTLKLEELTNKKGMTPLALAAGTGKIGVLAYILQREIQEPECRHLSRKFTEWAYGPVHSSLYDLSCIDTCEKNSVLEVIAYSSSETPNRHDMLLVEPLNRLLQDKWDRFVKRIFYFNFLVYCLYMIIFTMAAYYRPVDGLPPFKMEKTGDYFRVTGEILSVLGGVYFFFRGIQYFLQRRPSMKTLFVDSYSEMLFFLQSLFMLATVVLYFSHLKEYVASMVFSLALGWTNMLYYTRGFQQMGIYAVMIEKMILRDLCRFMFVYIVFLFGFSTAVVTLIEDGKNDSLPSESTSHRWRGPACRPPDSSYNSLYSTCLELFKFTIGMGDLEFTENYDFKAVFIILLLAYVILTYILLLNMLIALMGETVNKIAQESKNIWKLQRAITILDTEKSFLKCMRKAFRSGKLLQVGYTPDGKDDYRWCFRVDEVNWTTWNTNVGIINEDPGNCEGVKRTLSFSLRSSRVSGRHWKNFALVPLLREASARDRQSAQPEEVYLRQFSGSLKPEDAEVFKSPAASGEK
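TRPV1-expressing cells were cultured overnight at 35.5C and loaded with Fluo-8 calcium dye for 40 to 90 min at room temperature. After a 10 s baseline, compound was added and calcium influx was read kinetically for 3 min (ex 480/em 520 nm).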
MLL CXXC-DNA inh – inhibitors of human MLL CXXC domain-DNA interaction; Q03164; MLL-CXXC / FITC-HOXA9 DNA fluorescence polarization; Potency, µM (top dose mostly 115 µM), for the others: at the highest dose activity change, negative = inhibition, hits mostly inhibitors; 290,000 compounds, 0.037% hits; active = well fitted inhibition curve with a large enough effect in the polarisation, with a control signal flat, not every such curve was filed as active; inconclusive = small, poorly fitted or top-dose-only effect, or effect the other way, or a change in a side signal; inactive = no such curve, though single readings can be large or run the other way; the % refers to the polarisation; note: potency is the fitted concentration of half-maximal effect
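Steps: dispense CXXC domain solution (7 uM) → pin compounds or unlabeled HOX-A9 DNA control → 5 min ambient → add FLSN-HOX-A9 solution (50 nM) → spin → 30 min ambient → fluorescence polarization. Tris pH 7.5/NaCl/DTT/BSA buffer.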
hERG WT inh – inhibitors of human wildtype KCNH2 potassium channel; AID 720551; 340,000 compounds, 0.37% hits; Q12809; activity change, % at 1.84 µM; U2OS, BacMam KCNH2, thallium flux FluxOr; hits give low values;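 active = maximum activity change below -70%; inconclusive = maximum activity change between -70% and -50%; inactive = maximum activity change above -50%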; note: % is set by controls: 0 for no effect and ±100 for the full control effect
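U2OS cells transduced with wild-type KCNH2 virus are loaded with FluxOr dye for 45 min, and thallium flux is measured in kinetic reads before and after stimulation buffer. Rate constants are normalized to DMSO controls.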
A-T KAP1 phos – potential ataxia-telangiectasia treatment; […] A-T fibroblasts, KAP-1 phosphorylation AlphaLISA; neocarzinostatin DNA damage 30 min before lysis; Potency, µM (series often up to 57.5 µM), for the others: top-dose activation, hits mostly activators; 320,000 compounds, 0.19% hits; note: potency is the fitted concentration of half-maximal effect; % of control where 0% means no effect; nearly all actives have a fitted effect of over 45% in size
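hTERT-immortalized A-T patient fibroblasts ([…]), 500 cells/well in OPTI-MEM, 1% FBS, got compounds for 60 min, then NCS for 30 min at 37C. Lysates were then assayed for phospho-KAP-1 by AlphaLISA (anti-pKAP1 donor, anti-KAP1 acceptor beads), 6 hr at 25C.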
a7 integrin act – activators of alpha7 integrin expression for muscular dystrophy; alpha7betagal myoblasts, beta-gal FDG fluorescence, 48 h; Potency, µM (doses to about 38.3 µM), for the others: at the top dose activation, actives largely listed as activators; 350,000 compounds, 0.064% hits;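 note: potency is the fitted concentration of half-maximal effect; 100% = response of the positive control SU9516; nearly all actives have a fitted effect of over 60% in size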
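alpha7betagal+/- myoblasts (passage 13, 250/well) treated 48 h at 37C with compounds at 1:260 dilution of DMSO stock. Lysed, then beta-galactosidase activity read as FDG fluorescence (ex 480/em 540) after 30 min, with pre-read for autofluorescence.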
KCNH2 3.1 inh – inhibitors of human KCNH2 3.1 potassium channel isoform | 340,000 compounds, 0.95% hits | activity change, % (tested at about 1.8 µM) | U2OS KCNH2 3.1, thallium flux FluxOr; hits give low values;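 active = maximum activity change below -70%; inconclusive = maximum activity change from -70% to -50%; inactive = maximum activity change above -50%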;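 note: thallium influx rate constant from kinetic fluorescence after stimulation buffer; % is set by controls: 0 for no effect and ±100 for the full control effect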
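Kinetic fluorescence (2 min after stimulation buffer) measures Tl+ influx through KCNH2 3.1 expressed by viral transduction in U2OS cells; the rate constant is normalized against DMSO controls serving as positive and negative references.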
An asterisk follows results filed as active; ? = inconclusive; nt = no result given; [ ] = dose if it differs, or a comment. Unless noted, calls come from the whole dose curve; as a rule, active = well fitted curve in the direction sought with a large enough effect; inconclusive = small, poorly fitted or top-dose-only effect, or another doubt; inactive = no such curve, though single readings can be large; an effect the other way counts as inactive or inconclusive.

SMILES | ASM inhibitor | MBNL1-CUG inh | Coupling enz | GALK inhibitor | TRPV1 agonist | MLL CXXC-DNA inh | hERG WT inh | A-T KAP1 phos | a7 integrin act | KCNH2 3.1 inh
Cc1sc2nc(CSc3ccc([N+](=O)[O-])cc3)[nH]c(=O)c2c1C | nt | 11% | 3 | 2% | 2 | 24% | nt | 1% | nt | nt
Cc1csc(SCC(=O)Nc2cccc(S(=O)(=O)N3CCCC3)c2)n1 | 1% | -4% | 1 | 0% | -1 | -6% | 12 | 0% | -35% | -6
CCOC(=O)c1c(S(=O)(=O)NCC(=O)Nc2ccccc2)c(C)n(C)c1C | 1% | -4% | nt | -1% | -4 | 1% | 1 | -6% | 2% | 4
CCC1CCCN1Cn1cnc2c([nH]c3ccc(OC)cc32)c1=O (configuration not stated) | 11% | 0% | -14 | 1% | -4 | 2% | -12 | nt | 8% | 1
CC(=O)c1cccc(CN2CCN(Cc3ccc(C)cc3)C(CCO)C2)c1 (configuration not stated) | 3% | 0% | -5 | 3% | 7 | -4% | 8 | 0% | ? | -5
O=C(CNC(=O)c1ccc(Br)o1)NCC1COc2ccccc2O1 (configuration not stated) | -1% | nt | nt | nt | nt | nt | 8 | 1% | 11% | 15
CCCc1nn(CCc2ccccn2)c(N)c1CC | 3% | -6% | -2 | -3% | 1 | 8% | 4 | -1% | 8% | -2
CCOCCCn1c(SCC(=O)Nc2ccc(NC(C)=O)cc2)nc2ccccc2c1=O | -3% | ? | -2 | -1% | 1 | -6% | -1 | 6% | ? | -4
COC(=O)c1cccc(-n2c(=O)n(Cc3ccccc3)c(=O)c3[nH]cnc32)c1C | 3% | -2% | 0 | 2% | 1 | -5% | -8 | -4% | -14% | 4
CSc1ccc(C(=O)C2CCCN(C(=O)c3nonc3C)C2)cc1 (configuration not stated) | -3% | -8% | -5 | 5% | 24 | ? | 2 | -15% | -19% | -7
COc1ccc(NC(=O)Cn2nnc(C(=O)NCc3ccc4c(c3)OCO4)c2N)cc1 | 4% | nt | 2 | 11% | 1 | 9% | -13 | 0% | -9% | 19
COc1ccc(NC(=O)c2ccc(-n3cccn3)nc2)cc1 | 3% | -11% | 2 | -1% | nt | 3% | -11 | 5% | -8% | 7
Cn1cnnc1SCC(=O)Nc1ccc(N2CCCCC2)cc1 | 3% | nt | nt | nt | 0 | nt | 2 | 5% | ? | -4
Cc1ccc(Sc2ccc(/C=C3/C(=O)NN(c4ccccc4)C3=O)o2)cc1 | -10% | 21% | 2 | -19% | 12 | ? | 7 | -18% | 38% | 5
COC(=O)c1cccc(NC(=S)NC(C)C)c1 | -3% | 11% | 0 | 0% | 22 | -1% | -5 | 1% | -8% | 14
COc1ccc(-n2ccnc2SCC(=O)NCc2ccc3c(c2)OCO3)cc1 | 2% | -5% | 0 | 0% | 1 | 1% | -5 | -8% | -20% | -2
CCOc1ccc(N(CC(=O)Nc2ccc(C)c(C)c2)S(C)(=O)=O)cc1 | -2% | -3% | 1 | 7% | 1 | -5% | -23 | 5% | -20% | -1
CN1CCN(c2ccc(CNS(=O)(=O)c3ccccc3)cc2)CC1 | 1% | 1% | -2 | nt | 3 | 0% | 2 | 3% | 14% | 9
Cc1cc(C)n(C2CC(=O)N(c3cccc(Cl)c3)C2=O)n1 (configuration not stated) | 2% | -6% | 3 | 0% | 0 | -6% | 3 | -1% | 0% | 3
O=C(NCc1ccccc1)C(c1ccccc1F)N(C(=O)c1csnn1)C1CCCC1 (configuration not stated) | 0% | -4% | -2 | 0% | 4 | 1% | 5 | 5% | -15% | 0
Cc1cc(NS(=O)(=O)c2ccc(NC(=O)CSc3nnc(-c4ccco4)n3C)cc2)nc(C)n1 | 3% | -8% | 7 | 0% | -5 | 16% | -2 | -2% | 5% | 0
COc1ccc(S(=O)(=O)Nc2c(NC3CCCCC3)c3ccccc3oc2=O)cc1OC | 29% | -2% | nt | 1% | -1 | 18% | 9 | -7% | 0% | -9
CC(C)(C)c1ccc(NC(=O)CC2(C(F)(F)F)OCCO2)cc1 | 6% | -3% | 0 | 0% | ? | -2% | 10 | 2% | 9% | 3
COc1ccccc1-c1ccc(SCC(=O)Nc2cc(C)on2)nn1 | -1% | -4% | -10 | 1% | -1 | 17% | 3 | -5% | 2% | 0
O=C(NCCCCCCNC(=O)OCCO)OCCO | -3% | -8% | -1 | 0% | -1 | -1% | 8 | 0% | -3% | -1
SMILES | ASM inhibitor | MBNL1-CUG inh | Coupling enz | GALK inhibitor | TRPV1 agonist | MLL CXXC-DNA inh | hERG WT inh | A-T KAP1 phos | a7 integrin act | KCNH2 3.1 inh
CCc1cccc2c(=O)c(C(=O)N3CCOCC3)c[nH]c12 | -1% | -7% | -2 | -2% | 1 | -1% | -4 | 6% | 4% | -9
CC(=O)NC1=NC(=O)/C(=C/c2cc(C)n(-c3ccc(NC(C)=O)cc3)c2C)S1 | 1% | ? | 2 | -2% | 21 | ? | -6 | -5% | 5% | -2
COc1ccc2cc(CN(CC3CCCO3)S(=O)(=O)c3ccccc3)c(=O)[nH]c2c1 (configuration not stated) | -2% | 1% | 1 | -4% | 2 | -3% | -1 | 1% | 26% | 2
COc1cc2c(C(=O)N3CCN(c4ccccc4)CC3)c(C)oc2cc1Br | -12% | -4% | 0 | 0% | 1 | 13% | 4 | 0% | -8% | -18
c1ccc2c(CSCCc3ccncc3)cccc2c1 | 1% | 5% | -12 | nt | 4 | 5% | -2 | 7% | -17% | -4
CCC(=O)c1ccccc1OCCN1C(=O)NC(C)(C)C1=O | 4% | 0% | -1 | 1% | 1 | -15% | -4 | -1% | 9% | 5
CCOC(=O)c1c(N2C(=O)C3CC(C)=C(C)CC3C2=O)sc(C)c1C (configuration not stated) | -1% | -8% | 0 | -1% | 20 | 1% | -2 | 1% | -3% | 10
Cc1ccc(CS(=O)(=O)CCC(=O)NCCc2ccccc2)cc1 | 1% | 2% | 4 | nt | 4 | -3% | -2 | -2% | 0% | 11
O=C(NC(=O)N1CCN(c2ccccc2)CC1)c1ccc(Cl)cc1 | 1% | ? | 2 | 0% | 10 | -12% | -12 | -2% | -10% | 21
COc1cccc(CNC(C)C(=O)Nc2ccc(S(=O)(=O)N3CCCC3)cc2)c1 (configuration not stated) | 4% | nt | nt | nt | nt | nt | -5 | 16% | -9% | 21
Cc1cccc(C(=S)N2CCOCC2)n1 | 4% | nt | nt | nt | 2 | nt | -33 | 2% | 9% | 19
O=C(/C=C/c1ccccc1)Nc1scc(-c2ccccc2)c1C(=O)O | 4% | 2% | -22 | 1% | -5 | -10% | -5 | -3% | -16% | 10
C=CCN1C(=S)N[C@@H]2CS(=O)(=O)C[C@@H]21 | -4% | 4% | 1 | 1% | 0 | -4% | 1 | 4% | 12% | 24
CCc1ccc(-c2cc(C)no2)cc1S(=O)(=O)NCc1ccccc1OC | -9% | -6% | 4 | 0% | ? | 2% | -8 | 1% | -3% | -2
COc1ccc(-c2csc(/N=C/N(C)C)n2)cc1OC | -3% | 11% | 1 | 16% | 0 | 8% | -3 | -7% | -25% | 17
Cc1ccnc2nc(C(=O)OCC(=O)N(Cc3ccccc3)C(C)C)nn12 | 3% | nt | nt | nt | nt | nt | 30 | -7% | -6% | -4
COc1ccc(N(C(C)C(=O)NN=C2CCCC2)S(C)(=O)=O)cc1 (configuration not stated) | 3% | -9% | 0 | -3% | 2 | 0% | nt | -4% | -6% | 6
COc1ccccc1/C=C/C(=O)NCC(=O)N/N=C(/C)c1ccco1 | 0% | 10% | -2 | 5% | 2 | 21% | -5 | -5% | -2% | -5
COc1ccc(COC(=O)C2=C(C)NC(=O)NC2c2ccccc2F)cc1 (configuration not stated) | 0% | 3% | 2 | 1% | 2 | 7% | 4 | 0% | 21% | 4
O=C(NCc1cccnc1)c1ccc2c(=O)n(CCCN3CCCC3=O)c(=S)[nH]c2c1 | 9% | 1% | 2 | -2% | -1 | 44%[activator] | 1 | -6% | 19% | -10
CC(=O)Nc1ccc(-c2cc(-c3ccccc3)nc(-c3ccccc3)n2)cc1 | -4% | nt | 2 | 1% | -3 | 4% | -6 | -2% | 21% | 11
CC(O)c1c(-c2ccccc2)nn(C)c1Cl (configuration not stated) | -3% | nt | 0 | 11% | -2 | -2% | nt | 0% | -14% | -20
CCC(=NC(CC)CO)C1=C(O)CC(C)(C)CC1=O (configuration not stated) | 5% | 3% | 0 | 4% | -1 | -7% | -15 | 3% | 11% | -13
